Pf growth 48h: P. falciparum growth inhibition at 48 hours (one generation); P. falciparum luciferase growth in erythrocytes, 48 h; Potency, µM (doses to about 28.7 µM), inactives show at the top dose activity change, negative = inhibition, hits mostly inhibitors; 5.9% of 310,000 active; AID 504832; also: potency is read from the fitted curve at half-maximal effect; % is scaled to controls: 0 for no effect and ±100 for the full control effect
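Compounds are pin-transferred into medium, infected erythrocytes (2% hematocrit, 0.1% parasitemia final) are added, and plates sit one parasite generation at 37 C in 5% CO2. Detection reagent is then added and luminescence measured.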
Pf growth 96h: inhibits malaria parasite growth, 96 h; Potency, µM (series often up to 28.7 µM), for inactives: at the highest dose activity change, negative = inhibition, hits mostly inhibitors; P. falciparum luciferase reporter growth, 96 h; 6.9% of 320,000 active; AID 504834; also: potency is read from the fitted curve at half-maximal effect; % is scaled to controls: 0 for no effect and ±100 for the full control effect
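Parasite growth measured via integrated firefly luciferase reporter in P. falciparum. Infected erythrocytes at 2% hematocrit, 0.05% parasitemia final were treated 96 hours at 37 C under 5% CO2, and luminescence was read.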
HCV inh: blocks hepatitis C virus. Huh7.5.1 HCVcc-Cre infection, luciferase reporter, 44 h. Potency, µM (series often up to 41.8 µM), for inactives: at the highest dose activity change, negative = inhibition, hits mostly inhibitors. 3.4% of 340,000 active. AID 651820; also: potency is read from the fitted curve at half-maximal effect; % is scaled to controls: 0 for no effect and ±100 for the full control effect
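Seed cells (1,000/well) for 4 h; treat with compound and infect with HCVcc-Cre, moi about 0.5. Incubate 44 h, then detect luciferase activity.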
TbPYK inhibitor: T. brucei pyruvate kinase inhibition; TbPYK enzyme, Kinase-Glo Plus ATP luminescence, 45 min; 0.12% of 410,000 active; Potency, µM (top dose mostly 76.8 µM), for inactives: at the highest dose activity, negative = inhibition, hits mostly inhibitors; Q57TT1; also: potency is read from the fitted curve at half-maximal effect; % is scaled to controls: 0 for no effect and ±100 for the full control effect; nearly all actives have a fitted effect of over 50% in size
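TbPYK + substrate in 50 mM TEA pH 7.2, 100 mM KCl, 10 mM MgCl2, 0.05% BSA, 0.01% Tween-20; cpd pinned; ADP 130 uM final; 45 min RT; Kinase-Glo Plus 10 min; luminescence endpoint.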
CHX counter: affects cycloheximide protein synthesis inhibition readout, counter-screen | cell reporter, cycloheximide protein synthesis inhibition counterscreen | max response, % | 12% of 300,000 active; in the data active = max response mostly above about 13%, no sharp cut-off; inactive = mostly below about 14%; also: read at 38.3 µM for the half of the compounds with a filed dose; 0% is about no effect
LmPK inhibitor: LmPK (Leishmania mexicana) enzyme inhibition. 0.37% of 290,000 active. Potency, µM (titrated, usually from 57.5 µM), without a hit: top-dose activity change, negative = inhibition, usual class: inhibitors. Q27686. AID 1721. purified LmPK, Kinase-Glo ATP luminescence, 1 h; also: potency is read from the fitted curve at half-maximal effect; % is scaled to controls: 0 for no effect and ±100 for the full control effect
Target sequence (Q27686 whole entry, looked up): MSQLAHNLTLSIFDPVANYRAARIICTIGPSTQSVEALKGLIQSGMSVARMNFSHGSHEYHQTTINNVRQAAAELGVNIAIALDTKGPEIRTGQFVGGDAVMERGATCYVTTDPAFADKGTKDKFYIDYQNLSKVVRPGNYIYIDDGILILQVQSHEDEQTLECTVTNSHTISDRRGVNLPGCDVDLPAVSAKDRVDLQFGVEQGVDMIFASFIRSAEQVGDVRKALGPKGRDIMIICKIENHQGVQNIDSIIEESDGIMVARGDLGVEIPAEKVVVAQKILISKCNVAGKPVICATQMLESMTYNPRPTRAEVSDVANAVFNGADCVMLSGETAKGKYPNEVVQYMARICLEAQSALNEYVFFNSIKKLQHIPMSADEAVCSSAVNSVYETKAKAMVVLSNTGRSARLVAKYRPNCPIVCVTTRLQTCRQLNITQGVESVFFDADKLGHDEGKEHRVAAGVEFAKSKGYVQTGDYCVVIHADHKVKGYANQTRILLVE
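Purified LmPK (0.1 nM) converted ADP (0.1 mM) to ATP with PEP (0.5 mM) in imidazole buffer pH 7.2 with KCl and MgCl2, 1 h at room temperature. ATP was read by Kinase-Glo luminescence; data normalized to uninhibited and no-enzyme controls.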
Shiga inhibitor: blocks Shiga toxin action in Vero cells; Vero cells, Shiga toxin protein synthesis inhibition reporter; inhibition, % at 38.7 µM; 9.2% of 290,000 active; AID 2315; in the data active = inhibition mostly above about 28%, no sharp cut-off; inactive = mostly below about 43%; also: 0% is about no effect
* = called active by the depositor; u = inconclusive; x = no result given; [ ] = another dose, or the depositor's remark. Unless noted, calls follow the shape of the dose curve; as a rule, active = well fitted curve in the direction sought with a large enough effect; inconclusive = small, poorly fitted or top-dose-only effect, or another doubt; inactive = no such curve, though single readings can be large; an effect the other way counts as inactive or inconclusive. Rows are unselected; 24% or so of the library scored in one or more.

SMILES	Pf growth 48h	Pf growth 96h	HCV inh	TbPYK inhibitor	CHX counter	LmPK inhibitor	Shiga inhibitor
CCN(CC)c1ccc(Nc2nc(-c3cccnc3)cs2)cc1	u	u	-28%	6%	36*	-2%	118*
Cc1cc(CCC(=O)O)c(C)cc1CCC(=O)O	5.9µM*	u	15%	2%	-3	0%	21
CCCCCOc1ccc(C(=O)OC(C)C(=O)NCc2ccco2)cc1 (stereo unspecified)	u	13µM*	u	-1%	15	3%	27
COc1ccc(Cl)cc1S(=O)(=O)N1CCC(C(=O)N2CCOCC2)CC1	12%	-1%	19%	-4%	1	0%	-9
Cc1ccc(SCCC(=O)N/N=C/c2cccnc2)cc1	4%	-19%	16%	1%	-1	2%	-10
O=C(CN1CCCCC1)NC(=O)NC1CCCC1	56%[activator]	5%	12%	-15%	23*	-1%	56*
CC(=O)Nc1ccc(C(=O)CSc2nnc(Cc3ccccc3)o2)cc1	4%	x	u	-4%	11	4%	49
CCN(CC)CCNC(=O)c1cc2cc3ccc(OC)cc3nc2o1	-1%[0.00184 µM]	1%	-17%	7%	-4	0%	-7
Cc1ccc(N/C(N)=N/c2nc(C(F)(F)F)cc(C(F)(F)F)n2)cc1	-23%	4%	-4%	-1%	1	2%	-8
COCCC1CCCCN1C(=O)c1cccc(OC2CCN(C3CCCC3)CC2)c1 (stereo unspecified)	2%	u	8%	-1%	7	0%	-13
N/C(=N\c1nc2ccccc2o1)NC(=O)c1ccc(Cl)cc1	12%	-6%	-7%	2%	2	0%	31
CCc1cc(-c2n[nH]c(=S)n2Cc2ccccc2)cs1	18%	x	u	u	-2	10µM*	-18
O=C(CSc1nc2ccccc2[nH]1)c1ccco1	82%[activator]	39%[activator]	11%	-5%	28*	-13%	106*
COc1ccc(C(=O)Nc2nc3ccccc3[nH]2)cc1	-59%	-85%	-13%	-15%	-8	u	-10
CC(O)c1nc2c(c(=O)n(C)c(=O)n2C)n1C (stereo unspecified)	73%[activator]	101%[activator]	19%	2%	-1	3%	-8
CCC(C(=O)OCC(=O)NC1CCS(=O)(=O)C1)c1ccccc1 (stereo unspecified)	-16%	2%	21%	1%	x	x	x
O=C(Nc1nc(-c2cccs2)cs1)c1ccco1	423%[activator]	249%[activator]	u	-11%	37*	0%	91*
O=c1cc(-c2ccc(F)cc2)[nH][nH]1	-11%	-24%	18%	-1%	0	0%	4
COc1ccc(-c2noc(CN(C(=O)c3cccs3)C(C)C)n2)cc1	u	-6%	-20%	5%	7	6%	-6
O=C(c1ccc(Cl)cc1)C1CCCN(Cc2cnn(-c3ccccc3)c2)C1 (stereo unspecified)	-20%	29%	22µM*	0%	-1	6%	-3
CCCn1c(=N)c(S(=O)(=O)c2ccc(F)cc2)cc2c(=O)n3cccc(C)c3nc21	7%	u	u	2%	0	-11%	-6
Cc1cc(S(=O)(=O)Nc2ccc(C(=O)N3CC(C)OC(C)C3)cc2)ccc1F (stereo unspecified)	2%	-11%	7%	2%	x	x	x
CC(C)C(C(=O)NCc1ccco1)N(CC1CCCO1)C(=O)CNS(=O)(=O)c1ccccc1 (stereo unspecified)	-18%	0%	12%	3%	1	3%	-1
COC(=O)Cc1c(C)c2cc(Cl)c(OC(=O)c3ccco3)cc2oc1=O	u	-1%	13%	-3%	-7	0%	-17
C=CC(c1ccccc1)C(C(=O)c1ccccc1)N(C)C (stereo unspecified)	4%	u	13%	-2%	-5	7%	5
COC(=O)c1c(NC(=O)CSc2nc3ccccc3c(=O)n2-c2ccccc2)sc(C)c1C	u	9.3µM*	u	-8%	-5	1%	-4
NC(=O)CSc1nc2c(c(=O)n1-c1ccccc1)C1(CCCCC1)Cc1ccccc1-2	-14%	12µM*	0%	-4%	1	1%	-7
NCCN	-2%	-9%	x	-7%	x	x	x
COc1ccc(C(=O)OCC(=O)NC(=O)NCc2ccccc2)cc1[N+](=O)[O-]	5%	-14%	20%	0%	x	x	x
Cc1cc(N2CCCC2=O)ccc1S(=O)(=O)NC1CCCCC1	-12%	42%[activator]	-14%	-2%	-6	0%	-5
COc1ccc(OC)c(CNC(=O)C2CCCN(S(=O)(=O)N3CCC(C)CC3)C2)c1 (stereo unspecified)	u	u	9%	3%	-3	9%	-4
COc1ccc(CCNC(=O)CN(CCc2ccccc2)S(C)(=O)=O)cc1OC	-2%[5.75 µM]	4%[5.75 µM]	-4%	3%	-1	-2%	-8
O=c1[nH]c(-c2cccnc2)nc2sc(-c3ccccc3)cc12	99%[activator]	57%[activator]	-12%	-1%	11	0%	13
CC(=O)N=c1c(C#N)cc2c(=O)n3ccccc3nc2n1CCCOC(C)C	3%	0%	0%	-5%	1	-8%	-3
Cc1sc2nc(CSC(C)C(=O)NC3(C#N)CCCCC3)[nH]c(=O)c2c1C (stereo unspecified)	0%	0%	4%	4%	x	x	x
CC(=O)c1ccc(NC(=O)CCC(=O)OCC(F)(F)C(F)F)cc1	6%	23%	-5%	6%	4	-4%	21
Cc1ccc2nc(-c3ccncc3)[nH]c2c1	175%[activator]	16%	4%	-6%	47*	-17%	83*
Cc1cccc(-c2n[nH]c(=S)n2Cc2ccccc2)c1	6%	-17%	1%	u	-4	18µM*	-5
COc1ccc(CC(=O)Nc2nc(-c3ccc(OC)c(OC)c3)cs2)cc1OC	-18%	-14%	5.6µM*	-1%	-3	-1%	25
COc1ccc(C)c(-n2c(=O)n(Cc3ccccc3)c(=O)c3[nH]cnc32)c1	-10%	15%	19%	0%	-2	-1%	-14
O=C(N/N=C/C=C/c1ccco1)c1cnccn1	u	u	13%	-6%	13	11%	31
Cc1nc(-c2ccc(S(=O)(=O)NCc3cccnc3)s2)cs1	37%[activator]	4%	u	-13%	5	4%	3
O=C(CC1CCCCC1)N1CCC(c2nc(-c3ccc(S(=O)(=O)N4CCCC4)cc3)no2)CC1	u	u	u	-12%	-5	7%	2
O=C(CSc1nnc(-c2ccccc2)c(-c2ccccc2)n1)N1CCc2ccccc21	u	u	-8%	-8%	5	5%	18
N=c1ccn(Cc2ccc(Cl)cc2Cl)cc1	x	1.5µM*	2.8µM*	-8%	-1	10%	-6
O=C(COc1ccc(S(=O)(=O)N2CCCC2)cc1Cl)Nc1ccc2c(c1)OCO2	-28%	u	-7%	-1%	-3	0%	-11
CC1CC(C)(C)N(C(=O)CN2C(=O)c3ccccc3C2=O)c2ccccc21 (stereo unspecified)	u	-28%	0%	0%	-3	4%	5
CC(CCc1ccccc1)NC(=O)c1ccc(NC(=O)c2cccc(Br)c2)cc1 (stereo unspecified)	15µM*	9.3µM*	u	0%	-7	2%	-14
O=C1CNC(=O)/C(=C/c2ccco2)N1	357%[activator]	53%[activator]	-4%	-1%	21	16%	42
CCOc1ccc(/C=C/c2[nH]c(=O)[nH]c(=O)c2[N+](=O)[O-])cc1	-3%	166%[activator]	1%	-1%	-3	0%	x
C=CCNC(=O)c1cccc(Br)c1	17%	18%	-3%	4%	1	1%	1
COc1cc2cc(C(=O)N3CCN(c4ccccc4OC)CC3)[nH]c2cc1OC	u	u	-12%	5%	-2	2%	-4
O=C(O)c1ccc(NS(=O)(=O)c2cccc(S(=O)(=O)c3ccc(Cl)c(Cl)c3)c2)cc1	12%	25%	1%	4%	0	3%	1
